# GRP78 ERSR act: qHTS for Inducers of the Endoplasmic Reticulum Stress Response (ERSR) in Human Glioma: qHTS. actives 0.02% (n = 420,000). U87-MG GRP78 promoter luciferase reporter, 16 h. Potency, µM, for inactives: at the top dose activation, hits mostly activators; note: potency is the fitted concentration of half-maximal effect; series mostly up to about 76 µM; % of control where 0% means no effect; nearly all actives have a fitted effect of over 35% in size
#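 Stably transfected U87-MG glioma cells carrying a GRP78-based luciferase sensor; 16 h compound incubation. Luminescence end-point read 10 min after Bright-Glo addition at room temperature.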
# PI4K2A inh: qHTS for small molecular inhibitors of PI4K2A | purified PI4K2A, ADP-Glo luminescence, 1 h; hits give low values | activity change, negative = inhibition, % at 76.9 µM | Phosphatidylinositol 4-kinase type 2-alpha (Homo sapiens), Q9BTU6 | actives 0.13% (n = 420,000); in the data active = activity change below about -50%; inconclusive = mostly about -30% to -49%;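 note: -100% = wells without enzyme as full effect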
# Target sequence (Q9BTU6 whole entry, looked up): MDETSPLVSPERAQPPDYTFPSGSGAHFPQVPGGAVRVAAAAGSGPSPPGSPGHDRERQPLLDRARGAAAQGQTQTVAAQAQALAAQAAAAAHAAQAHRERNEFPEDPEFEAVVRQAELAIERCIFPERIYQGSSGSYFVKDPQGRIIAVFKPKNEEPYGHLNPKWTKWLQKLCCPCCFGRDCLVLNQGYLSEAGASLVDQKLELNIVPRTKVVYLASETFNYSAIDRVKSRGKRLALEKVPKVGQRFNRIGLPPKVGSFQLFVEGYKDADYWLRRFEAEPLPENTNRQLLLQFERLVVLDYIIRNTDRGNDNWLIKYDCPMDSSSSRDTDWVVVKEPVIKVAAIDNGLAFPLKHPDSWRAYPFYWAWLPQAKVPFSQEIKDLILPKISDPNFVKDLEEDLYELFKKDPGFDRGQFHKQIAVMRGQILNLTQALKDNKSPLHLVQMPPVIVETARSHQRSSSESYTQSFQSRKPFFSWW
#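 In this quantitative HTS, ADP production by PI4K2A was quantified luminescently after 1 h at ambient temperature; 100 microM adenosine served as plate-quality control.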
# LDHA inh: qHTS assay for inhibitors of human lactate dehydrogenase; L-lactate dehydrogenase A chain (Homo sapiens), P00338; purified LDHA, NADH/diaphorase-resazurin fluorescence; hits give low values; activity change, % (values are at about 110 or 230 µM); actives 0.15% (n = 480,000); in the data active = activity change below about -30%; inconclusive = mostly about -25% to -30%;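 note: plate controls were DMSO wells for no effect and wells without enzyme for full effect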
#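 Resorufin fluorescence (ex540/em590), read at 0 and 20 min after diaphorase/resazurin addition, reports the NADH left after a 5 min room-temperature reaction of 2 nM human LDH5 with 0.06 mM NADH and 0.2 mM pyruvate.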
# IDH1 R132H inh: qHTS for Inhibitors of mutant isocitrate dehydrogenase 1 (IDH1): qHTS | Potency, µM (highest dose often 76.6 µM), for the others: at the highest dose activity change, negative = inhibition, hits mostly inhibitors | AID 602179, 2012 | Isocitrate dehydrogenase [NADP] cytoplasmic (Homo sapiens), O75874 | actives 0.093% (n = 390,000) | IDH1-R132H enzyme, NADPH consumption, diaphorase/resazurin fluorescence; note: potency is the fitted concentration of half-maximal effect; % is set by controls: 0 for no effect and ±100 for the full control effect; nearly all actives have a fitted effect of over 65% in size
# Target sequence (O75874 whole entry R132H, stated change not applied): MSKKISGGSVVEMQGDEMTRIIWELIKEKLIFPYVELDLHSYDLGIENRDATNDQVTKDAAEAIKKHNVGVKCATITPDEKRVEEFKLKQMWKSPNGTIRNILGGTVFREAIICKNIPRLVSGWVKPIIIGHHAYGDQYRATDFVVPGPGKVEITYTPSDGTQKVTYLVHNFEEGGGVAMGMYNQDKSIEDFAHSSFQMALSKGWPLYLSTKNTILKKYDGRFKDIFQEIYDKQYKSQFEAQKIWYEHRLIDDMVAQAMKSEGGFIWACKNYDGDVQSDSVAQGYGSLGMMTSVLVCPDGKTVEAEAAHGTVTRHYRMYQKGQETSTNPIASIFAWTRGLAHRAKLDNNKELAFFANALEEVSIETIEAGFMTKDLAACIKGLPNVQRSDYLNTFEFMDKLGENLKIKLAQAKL
#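 IDH1-R132H (0.5 ug/mL) preincubated 30 min with compound, then NADPH (0.016 mM) and alpha-KG (2 mM) added; 80 min at RT, pH 7.5. Remaining NADPH coupled via diaphorase/resazurin to fluorescence (540/590 nm); concentration-response curves normalized to no-enzyme control.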
# RXFP1 ag: qHTS Assay for Agonists of the Relaxin Receptor RXFP1; Relaxin receptor 1 (Homo sapiens), Q9HBX9; HEK293T-RXFP1 cAMP TR-FRET, 30 min; response scale: percent of porcine relaxin response, buffer zero; Potency, µM (top dose mostly 57.5 µM), without a hit: top-dose activation, usual class: activators; actives 0.3% (n = 370,000); AID 2676, 2010; note: potency is the fitted concentration of half-maximal effect; % is set by controls: 0 for no effect and ±100 for the full control effect; nearly all actives have a fitted effect of over 60% in size; many of its hits are not listed in these tables
#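 Agonist response is measured as cAMP accumulation in an RXFP1-transfected HEK293T line under PDE4 inhibition. Values are scaled between buffer-only and 29 nM porcine relaxin, and EC50s come from standard Hill equation fits.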
# TrxR1 substrate: qHTS Assay for Substrates of Mammalian Selenoprotein Thioredoxin Reductase 1 (TrxR1): qHTS; purified TrxR1 substrate turnover, NADPH consumption readout; Potency, µM (titrated, usually from 114 µM), for the others: at the top dose activity change, negative = substrate turnover; actives 0.01% (n = 390,000); note: potency is the fitted concentration of half-maximal effect; % is set by controls: 0 for no effect and ±100 for the full control effect; nearly all actives have a fitted effect of over 50% in size
#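 Rat TrxR1, dispensed at 90 nM, was prereduced with 400 uM NADPH (final) for 5 min at ~22 deg C, then incubated with compound 15 min before 400 uM selenite. A first-read NADPH fluorescence drop versus no-compound background flagged substrates.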
# Vif-A3F inh: qHTS for Inhibitors of Vif-A3F Interactions: qHTS; HeLa A3F-eYFP + Vif (tagged APOBEC3F with the HIV-1 protein that degrades it), YFP fluorescence increase; Potency, µM (top dose mostly 46.1 µM), for the others: at the top dose activity, negative = active; actives 0.2% (n = 390,000); AID 602313, 2012; note: potency is the fitted concentration of half-maximal effect; % of control where 0% means no effect; nearly all actives have a fitted effect of over 65% in size
#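 HeLa cells stably expressing A3F-eYFP plus Vif, plated and incubated overnight at 37 deg C, then exposed to compounds overnight at 37 deg C. Blocked degradation read as raised yellow fluorescence (Ex 488/Em 500-530).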
# Vif-A3G inh: qHTS for Inhibitors of Vif-A3G Interactions: qHTS; Potency, µM (titrated, usually from 46.1 µM), for the others: top-dose activity, negative = active, usual class: inhibitors; DNA dC->dU-editing enzyme APOBEC-3G (Homo sapiens), Q9HC16; HeLa A3G-eYFP + Vif (tagged APOBEC3G with the HIV-1 protein that degrades it), YFP fluorescence, overnight; AID 602310, 2012; actives 0.076% (n = 410,000);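 note: potency is the fitted concentration of half-maximal effect; % is set by controls: 0 for no effect and ±100 for the full control effect; nearly all actives have a fitted effect of over 60% in size; hits raise eYFP signal because A3G escapes Vif-driven loss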
#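 Read-out is eYFP fluorescence (Ex 488/Em 500-530) from Vif-expressing HeLa A3G-eYFP cells; more signal means A3G escaped Vif-mediated degradation. Cells plated overnight, compound pinned in, incubated overnight at 37 deg C.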
# USP1 inh: Inhibitors of USP1/UAF1: Primary Screen; Ubiquitin carboxyl-terminal hydrolase 1 (Homo sapiens), O94782; Potency, µM (top dose mostly 57.1 µM), without a hit: top-dose activity change, negative = inhibition, usual class: inhibitors; recombinant USP1/UAF1, Ub-Rhodamine cleavage fluorescence; AID 743255, 2014; actives 0.23% (n = 390,000); note: potency is the fitted concentration of half-maximal effect; % is set by controls: 0 for no effect and ±100 for the full control effect; nearly all actives have a fitted effect of over 60% in size; inactives centre near -12
#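 USP1/UAF1 complex (1 nM) preincubated 15 min at room temperature with compound, then Ub-Rho substrate (150 nM final) added. Kinetic fluorescence at 480/540 nm over 6 reads at 60 s intervals; 50 mM HEPES pH 7.8, 0.5 mM EDTA, 0.1 mg/ml BSA, 1 mM TCEP, 0.01% Tween-20.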
# Starred values were filed as active, the others as inactive; ? = inconclusive; . = not tested or not shown; & = joins results of further samples; [ ] = dose if it differs, or a comment. Unless noted, calls come from the whole dose curve; as a rule, active = well fitted curve in the direction sought with a large enough effect; inconclusive = small, poorly fitted or top-dose-only effect, or another doubt; inactive = no such curve, though single readings can be large; an effect the other way counts as inactive or inconclusive. An excerpt; the hit share may differ from the screen's.
SMILES	GRP78 ERSR act	PI4K2A inh	LDHA inh	IDH1 R132H inh	RXFP1 ag	TrxR1 substrate	Vif-A3F inh	Vif-A3G inh	USP1 inh
Cc1ccc(C)c(NC(=O)CCC(=O)N2CCOc3ccccc32)c1	-2%	-6	-6	5%	4.1%	6%[57.1 µM]	-17%	-3%	-19%
CC1=CC(C)(C)N(C(=O)CSc2nnc(N)s2)c2cc(C)c(C)cc21	-3%	-3	-5	0%	2.0%	-3%	-4%	3%	-16%
Cc1occc1-c1nnc(SCC(=O)NCc2ccco2)n1CC(C)C	-1%	-1	0	1%	-2.4%	0%	3%	-1%	2%
O=C(COc1ccccc1Cl)Nc1ccc2nc(SCC(=O)N3CCCC3)sc2c1	-6%	1	-9	-3%	-0.6%	-6%	-2%	-9%	0%
O=C1CC(c2ccccc2)CC2=C1C1(CCCC1)N=C(Nc1nc3ccccc3o1)N2 (stereo not drawn)	-4%	-2	-6&-7	.	.	.	.	0%	.
Cc1nc2c(C(=O)NCCC(C)C)cnn2c(C)c1Cc1c(F)cccc1Cl	-2%	0	-1	9%	1.8%	9%[57.1 µM]	-8%	-4%	-6%
Cc1ccc(NC(=S)N(Cc2cccs2)Cc2cc3cc(C)ccc3[nH]c2=O)cc1	-1%	-4	-3	-6%	3.8%	-7%	2%	-9%	-20%
CN(C)C=Nc1ncc2c3ccccc3n(CCN(C)C)c2c1C#N	-5%	11	5	1%	1.1%	4%	4%	6%	-1%
C/C(=N\NC(=O)C(N)=O)c1cccc(C(F)(F)F)c1	5%	6	-6	0%	-0.4%	3%	10%	0%	-1%
CC(=O)Oc1ccc2c(c1)O/C(=C\c1ccncc1)C2=O	7%	-12	-2	-9%	1.2%	?	?	-8%	28µM*
C[C@H](CO)N1C[C@H](C)[C@H](CN(C)S(=O)(=O)c2ccc3ccccc3c2)OCc2cnnn2CCCC1=O	-3%	4	-10	-24%	.	.	0%	0%	-13%
O=C(Cc1ccc(Cl)cc1Cl)OCC(=O)N1CCCCC1	3%	3	-1	5%	-1.5%	2%[57.1 µM]	19%	0%	-10%
CCCC(c1nnnn1CC1CCCO1)N1CCN(c2nc3ccccc3s2)CC1 (stereo not drawn)	-2%	-2	-4	4%	-0.2%	-3%[57.1 µM]	2%	0%	-12%
COc1ccccc1C/C(N)=N/OC(=O)c1cccc([N+](=O)[O-])c1	-5%	0	-1	8%	0.3%	-8%[57.1 µM]	-8%	-1%	-13%
O=C(CC12CC3CC(CC(C3)C1)C2)NCC(=O)N1CCCC1	-3%	-5	-4	8%	-0.7%	-10%[57.1 µM]	-1%	-4%	-16%
CCC(C)NC(=O)C1=CC(c2ccc3c(c2)OCO3)=NS(=O)(=O)N1C (stereo not drawn)	0%	1	22&-2	-3%	-0.4%	-5%	3%	4%	-17%
NC(=O)N/N=C/c1ccc([N+](=O)[O-])o1	-2%&-4%&-3%&2%	-6	2	13%	1.3%	-15%	-2%	-13%	-34%
CCCCOC(=O)C1=C(C)NC(=O)NC1c1ccc2c(c1)OCO2 (stereo not drawn)	2%	3	1	10%	.	0%	0%	4%	-25%
O=c1cc(-c2ccc([N+](=O)[O-])cc2)c2cc3c(cc2[nH]1)OCCO3	-3%	-12	4	0%	1.9%	14%	-5%	-16%	-15%
Cc1noc(C)c1NC(=O)N(C)C[C@H]1OCCCC[C@@H](C)Oc2ccc(NS(=O)(=O)c3ccccc3)cc2C(=O)N([C@H](C)CO)C[C@@H]1C	-3%	-1	-4	1%	.	.	1%	0%	-11%
O=C(NCc1ccccc1)c1nc(-c2ccc(Cl)cc2)n2c1CCCCC2	3%	2	4	-4%	-1.4%	-7%	-1%	-11%	?
Cc1ccc(-n2ncc3c(N(C)C)ncnc32)cc1Cl	-7%	-7	-1	18%	?	-9%[57.1 µM]	-11%	-3%	-23%
CC(NC(=O)c1cc2ccccc2o1)C(=O)O (stereo not drawn)	-3%	-3	-8	1%	1.1%	5%[57.1 µM]	1%	1%	-7%
CCN(CC)S(=O)(=O)c1ccc2oc(Nc3ccccc3)nc2c1	3%	5	5	7%	1.3%	-1%	?	-5%	?
CCOc1[nH]n(-c2ccccc2)c(=O)c1C=NCc1cccnc1	0%	4	-1	-1%	-1.5%	-2%	0%	2%	-14%
CNC(=O)c1cccnc1Nc1cccc(C(F)(F)F)c1	4%	0	0	4%	0.1%	1%	-2%	-9%	-21%
O=C(Cn1c(C(=O)N2CCc3ccccc3C2)cc2sccc21)c1ccccc1	-3%	-10	20	2%	0.5%	9%	-8%	2%	-20%
O=S(=O)(c1ccc(F)c(F)c1)N1CCN(c2ccccn2)CC1	-6%	1	-10	-2%	1.4%	-3%	5%	2%	3%
O=C(Cc1cccs1)N1CCN=C1SCc1ccc(F)cc1	-4%	6	-5	-1%	-1.6%	10%[57.1 µM]	-8%	-2%	-19%
S=C(NCc1ccccc1)Nc1ccc2cn[nH]c2c1	-5%	21	9	0%	9.0%	3%	-1%	-14%	-25%
O=C(CCc1ccccc1)NC1(Cc2ccccc2)CCN(CCCc2ccccc2)C1=O (stereo not drawn)	-3%	-2	-13	-9%	1.6%	6%[57.1 µM]	4%	-3%	-12%
Cc1cc(C)n(CC(=O)N/N=C/c2cc([N+](=O)[O-])ccc2O)n1	-6%	7	8	9%	-0.7%	-22%	0%	-5%	-15%
COc1cc(CNc2ncnc3c2ncn3[C@H]2CN(Cc3cccc(C(F)(F)F)c3)C[C@@H](COC(C)=O)O2)cc(OC)c1OC	0%	-2	-6	.	.	.	.	-4%	.
CCn1c(SCC(=O)N2CCCc3ccccc32)nc2ccccc2c1=O	-7%	5	-8	?	4.6%	1%[57.1 µM]	2%	-1%	-14%
CN(C)c1oc(-c2ccccc2F)nc1C#N	2%	-8	-12	-10%	11%	539%[activator]	-8%	0%	-20%
CC1(C)Cc2c(c(-c3ccccc3)[nH]c(=O)c2C#N)CO1	0%	-4	-2	1%	0.6%	-6%	5%	4%	-15%
CCN(CC)C(=O)Cn1c(=O)n(CCC(=O)Nc2ccc(F)cc2)c(=O)c2sccc21	-2%	-2	-5&-1	3%	3.8%	8%	1%	7%	-22%
N#CC1(NC(=O)COC(=O)c2ncc(Cl)c(Cl)c2Cl)CCCCC1	-4%	1	-10	-1%	4.2%	2%	-11%	-1%	-6%
CCC(C(=O)O/N=C(\N)c1ccccc1)c1ccccc1 (stereo not drawn)	0%	2	-5	3%	0.5%	-6%	-6%	0%	-20%
CCN(Cc1ccccc1)C(=O)C1CCN(c2ncnc3c2nc2n3CCCCC2)CC1	-1%&-1%	7&-5	-1&-8	-1%&12%	3.2%&6.5%	3%[57.1 µM]	-2%&4%	-9%&2%	-12%&-20%

# The final 3 compounds of the section before open the next one:
SMILES	GRP78 ERSR act	PI4K2A inh	LDHA inh	IDH1 R132H inh	RXFP1 ag	TrxR1 substrate	Vif-A3F inh	Vif-A3G inh	USP1 inh
N#CC1(NC(=O)COC(=O)c2ncc(Cl)c(Cl)c2Cl)CCCCC1	-4%	1	-10	-1%	4.2%	2%	-11%	-1%	-6%
CCC(C(=O)O/N=C(\N)c1ccccc1)c1ccccc1 (stereo not drawn)	0%	2	-5	3%	0.5%	-6%	-6%	0%	-20%
CCN(Cc1ccccc1)C(=O)C1CCN(c2ncnc3c2nc2n3CCCCC2)CC1	-1%&-1%	7&-5	-1&-8	-1%&12%	3.2%&6.5%	3%[57.1 µM]	-2%&4%	-9%&2%	-12%&-20%
CC(C)Cc1nnc(NC(=O)CN2C(=O)NC3(CCCCC3)C2=O)s1	-3%	-10	-24	-1%	-0.3%	3%	-3%	-1%	-7%
O=c1c2ccccc2sc2ccccc12	1%	1	-7	13%	.	17%[57.1 µM]	-2%	1%	-6%
CCN1CCOC(=O)C1CC(=O)Nc1ccc(C)c(Cl)c1 (stereo not drawn)	-3%	-3	0	13%	-0.8%	7%[11.4 µM]	-8%	-6%	-16%
CCc1ccccc1NC(=O)CN(C)C(=O)CN1C(=O)NC2(CCCCCC2)C1=O	0%	5	-3	-3%	0.6%	7%[57.1 µM]	7%	3%	0%
Cc1cc(NC(=O)c2c(-c3c(F)cccc3Cl)noc2C)no1	-2%	5	-3	5%	1.8%	3%	6%	2%	-16%
O=c1c(Oc2ccccc2)coc2cc(O)cc(O)c12	1%	1	5	-10%	.	?	-1%	-2%	?
O=C1c2ccccc2C(=O)c2c(NCCCN(CCO)CCO)cccc21	-5%	-5	-4	7%	-0.1%	-5%	-5%	6%	-9%

# Bioassay records (PubChem)
